# MEP2 TOR yeast: modulators of TOR pathway MEP2-GFP in S. cerevisiae | S. cerevisiae MEP2-GFP strain, flow cytometry GFP, 3 h; 100% = DMSO control level | AID 2016 | GFP response vs DMSO, % at 10 µM | 330,000 tested, 0.51% active;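 active means GFP response versus DMSO above a set limit, roughly screen mean plus 3 SD, cut at about 180% in these data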;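 further: median GFP fluorescence of the barcode-gated MEP2-GFP cells per well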
# LAP4 TOR yeast: yeast TOR pathway LAP4-GFP modulation. GFP response vs DMSO, % at 10 µM. S. cerevisiae LAP4-GFP multiplex, flow cytometry GFP, 3 h; median GFP as percent of DMSO wells. 320,000 tested, 0.34% active;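 active means GFP response vs DMSO above a set limit, about the screen mean plus 3 SD, cut at about 150% in these data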
# AHR act: activates the human aryl hydrocarbon receptor; P35869; AHR-responsive luciferase reporter cells, luminescence; activation, % at 5 µM; 320,000 tested, 2.5% active; in the data active means activation above about 47%;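 further: 0% = vehicle wells and 100% = reference agonist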
# GASC-1 inh: blocks human GASC-1 demethylase activity. inhibition, % at 2.35 µM. GST-JMJD2C(1-420) H3K9me3 demethylation, DELFIA europium. Q9H3R0. 330,000 tested, 0.069% active;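 active means more than half of a compound's replicate wells show inhibition beyond 50%, single wells judged on their own value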;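 further: signal counts dimethyl H3K9 product captured on neutravidin plate; 0% = median of DMSO wells and 100% = 0.3 times that DMSO median; strong numbers were not always called active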
# Target sequence (Q9H3R0 1-420 limits assumed): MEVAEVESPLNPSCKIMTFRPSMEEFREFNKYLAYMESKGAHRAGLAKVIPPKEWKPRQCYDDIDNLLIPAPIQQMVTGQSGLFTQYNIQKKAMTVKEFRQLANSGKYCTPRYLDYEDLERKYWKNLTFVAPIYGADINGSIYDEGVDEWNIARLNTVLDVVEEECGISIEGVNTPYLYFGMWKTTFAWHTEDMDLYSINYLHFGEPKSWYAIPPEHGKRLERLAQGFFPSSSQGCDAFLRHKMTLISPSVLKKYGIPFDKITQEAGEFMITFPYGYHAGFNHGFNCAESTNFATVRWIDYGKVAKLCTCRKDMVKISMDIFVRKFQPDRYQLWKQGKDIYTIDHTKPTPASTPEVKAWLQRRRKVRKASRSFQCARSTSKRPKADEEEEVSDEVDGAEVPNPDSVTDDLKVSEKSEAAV
# procasp7 counter: activates human procaspase-7, counter-screen for procaspase-3 activators; P55210; recombinant procaspase-7, Ac-DEVD-pNA absorbance 405 nm; D23A/D198A/D206A triple mutant, cannot self-cleave; scale: DMSO 0, 5 µM enzyme 100; activation, % at 8.5 µM; 330,000 tested, 0.093% active; AID 463210;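 active means percent activation above the screen-wide mean plus 3 SD, cut at about 25% in these data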
# Target sequence (P55210 whole entry D23A/D198A/D206A): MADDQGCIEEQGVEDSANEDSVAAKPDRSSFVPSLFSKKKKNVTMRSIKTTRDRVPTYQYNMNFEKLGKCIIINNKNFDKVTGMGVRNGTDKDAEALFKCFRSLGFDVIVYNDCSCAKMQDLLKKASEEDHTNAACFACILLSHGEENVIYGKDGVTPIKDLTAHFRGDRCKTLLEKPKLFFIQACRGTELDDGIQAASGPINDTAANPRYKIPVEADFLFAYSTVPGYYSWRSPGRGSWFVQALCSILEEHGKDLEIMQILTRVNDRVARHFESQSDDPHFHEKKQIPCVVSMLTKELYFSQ
#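 Material: Procaspase-7 triple mutant (PC-7 D3A) | Quantity: 2 µM procaspase-7 mutant as dispensed | Reagent: DEVD-pNA substrate | Times: 1 h preincubation, 2 h reaction | Technique: 405 nm absorbance of p-nitroaniline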
# procasp3 activ: procaspase-3 (human) activation. AID 463141. recombinant procaspase-3 D3A, Ac-DEVD-pNA absorbance 405 nm. 330,000 tested, 0.11% active. P42574. activation, % at 8.5 µM;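 active means activation above the mean of all tested compounds plus 3 SD, cut at about 21% in these data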;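 further: 0% = DMSO alone and 100% = DMSO wells spiked with extra 5 µM PC-3 D3A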
# Target sequence (P42574 whole entry D9A/D28A/D175A): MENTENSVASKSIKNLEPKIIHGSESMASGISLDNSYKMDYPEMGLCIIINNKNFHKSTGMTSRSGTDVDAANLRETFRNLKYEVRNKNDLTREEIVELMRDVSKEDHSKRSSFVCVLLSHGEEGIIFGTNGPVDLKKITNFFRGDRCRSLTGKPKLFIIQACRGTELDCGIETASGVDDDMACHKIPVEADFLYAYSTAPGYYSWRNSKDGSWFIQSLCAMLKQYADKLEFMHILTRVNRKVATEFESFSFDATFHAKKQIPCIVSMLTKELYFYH
#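 Assay system – Procaspase-3 D3A mutant · Benchmarks – DMSO low control, extra-enzyme high control · Technique – 405 nm absorbance of p-nitroaniline, reads at 0 and 120 min · Doses – 8.5 µM nominal · Measure – % activation between DMSO and enzyme-spiked controls · Also added – Ac-DEVD-pNA chromogenic peptide substrate · Schedule – 1 h compound preincubation, 2 h substrate hydrolysis at 25 °C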
# CR mimetic SO: caloric restriction mimetics inhibiting age-related superoxide in yeast | 330,000 tested, 0.18% active | AID 2690 | superoxide response (% of plate mean), % at 10 µM | S. cerevisiae aged cells, superoxide DHE fluorescence; stronger effect = lower value;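 active means superoxide response under a set limit, about three screen SD below normal, cut at about 65% in these data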;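 further: yeast aged for seven days with compound at 30 °C before DHE staining; 100% = average MFI of all compound-treated wells on the plate with controls excluded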
# RPL19A-GFP yeast: alters RPL19A-GFP fluorescence in TOR pathway yeast screen | S. cerevisiae RPL19A-GFP strain, flow cytometry, 3 h; stronger effect = lower value | percent response vs DMSO, % at 10 µM | 330,000 tested, 0.3% active;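 active means percent response vs DMSO below 50%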;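 further: median channel GFP fluorescence of the barcoded RPL19A-GFP strain; ratio of sample median GFP to plate DMSO average so 100% = DMSO; lower means less RPL19A-GFP as with rapamycin TOR inhibition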
# * = called active by the depositor; x = not tested or not shown.
Molecule,MEP2 TOR yeast,LAP4 TOR yeast,AHR act,GASC-1 inh,procasp7 counter,procasp3 activ,CR mimetic SO,RPL19A-GFP yeast
COc1cccc(C(=O)OC(C)C(=O)Nc2ccc3c(c2)OCO3)c1 (stereo unspecified),95,96,5,1,-1,-1,106,95
CC(=O)Nc1ccccc1NS(=O)(=O)c1cccc([N+](=O)[O-])c1,110,104,-1,12,2,-5,114,96
O=C(Nn1c(-c2ccc(Br)cc2)nc2ccccc2c1=O)c1ccncc1,95,98,31,-12,-1,-6,91,94
COc1ccc2[nH]c(=O)c(CN(CCO)S(=O)(=O)c3c(C)ccc4nsnc34)cc2c1,106,95,4,4,0,-7,97,95
CCn1nnc(NC(=O)c2c(OC)cccc2OC)n1,106,104,-2,0,-11,6,114,101
O=C(/C=C/c1ccccc1)N(Cc1cccs1)C1CCS(=O)(=O)C1 (stereo unspecified),100,109,-1,2,6,-9,117,105
Cc1ccccc1CS(=O)(=O)c1snnc1C,102,105,-10,-6,-8,-6,119,105
CC(C)(C)c1ccc(C(=O)Nc2nnc(C3=COCCO3)o2)cc1,100,96,1,6,5,6,103,102
CCC(CO)Nc1ccc(-c2n[nH]c(=O)c3ccccc23)cc1[N+](=O)[O-] (stereo unspecified),97,84,-2,3,-1,-5,108,101
COc1ccc2nc(C)cc(SCC(=O)NNC(=O)COc3cccc4ccccc34)c2c1,102,100,14,5,0,4,97,100
C[C@H](CO)N1C[C@H](C)[C@@H](CN(C)S(=O)(=O)c2ccccc2)Oc2c(NC(=O)Nc3ccccc3)cccc2C1=O,98,111,0,x,3,-2,94,103
O=c1oc2ccccc2n1Cc1cccc(C(F)(F)F)c1,95,109,0,1,-1,1,120,94
Cc1ccc(S(=O)(=O)NN=C2C3CC4CC(C3)CC2C4)cc1[N+](=O)[O-],96,96,-2,5,1,1,81,102
Cc1nc(-c2ccccc2)sc1-c1n[nH]c(=S)n1C,97,102,93*,10,-15,-27,99,98
CCCn1c(=O)c(C(=O)Nc2ccccc2C)c(O)c2ccccc21,101,82,15,1,-1,1,97,98
C=CCNC(=O)COc1ccc(Br)cc1Cl,111,108,4,-9,3,6,93,98
CCCn1c(CNC(=O)c2cccs2)nc2ccccc21,94,96,18,-8,-6,-5,96,96
Cc1ccc(NC(=S)N/N=C/c2c(C)[nH]c3ccccc23)cc1,96,184*,75*,1,-11,3,120,67
Cn1cc(SCC(N)=O)c2ccccc21,95,96,6,1,10,5,112,97
COc1cccc(OCc2nc3ccccc3[nH]2)c1,107,105,22,5,-6,11,99,101
Cc1cc(C)n(-c2ccc3nncn3n2)n1,100,105,3,24,7,-1,102,96
N#CCCN1CCN(Cc2cc(-c3ccccc3)ccc2O)CC1,100,108,4,0,2,-3,88,101
O=C(O)c1ccccc1Nc1ccc([N+](=O)[O-])cc1C(=O)O,102,114,2,8,6,-6,104,95
O=C(COc1ccccc1)Nc1nc(-c2cccnc2)cs1,78,75,55*,15,-4,-4,96,89
O=C(Nc1ccc(Br)cc1F)c1cccnc1,105,100,126*,9,-2,-3,104,102

# Grouped by structure, the compounds so far containing fluorine
Molecule,MEP2 TOR yeast,LAP4 TOR yeast,AHR act,GASC-1 inh,procasp7 counter,procasp3 activ,CR mimetic SO,RPL19A-GFP yeast
O=c1oc2ccccc2n1Cc1cccc(C(F)(F)F)c1,95,109,0,1,-1,1,120,94
O=C(Nc1ccc(Br)cc1F)c1cccnc1,105,100,126*,9,-2,-3,104,102

# The listing continues:
Molecule,MEP2 TOR yeast,LAP4 TOR yeast,AHR act,GASC-1 inh,procasp7 counter,procasp3 activ,CR mimetic SO,RPL19A-GFP yeast
Cc1ccc(/C(N)=N/OC(=O)c2ccc3ccccc3c2)cc1,107,93,25,-3,1,3,134,103
CN(C)CCNC(=O)c1cc2c(=O)n(C)c3ccccc3c2n1C,101,97,25,-9,-7,3,101,96
CCOC(=O)c1cc(C(=O)NN)c(=O)[nH]c1C,106,101,4,4,-1,-2,95,105
O=C(C[n+]1ccccc1)Nc1ccccc1[N+](=O)[O-],101,95,13,-2,-20,-4,99,102
CC(C)C(=O)N1CCN(c2ccccc2NC(=O)c2cc([N+](=O)[O-])ccc2N2CCOCC2)CC1,94,105,8,0,-7,3,103,97
CCOC(=O)CSc1nc2ccc(N3CCOCC3)cc2c(=O)n1Cc1ccc2c(c1)OCO2,101,99,8,0,3,1,102,100
O=C(C1=C(O)C(=O)N(CCN2CCOCC2)C1c1ccccc1)c1cccs1 (stereo unspecified),98,102,3,15,-23,-9,103,97
COc1ccc(C(=O)NC(=S)Nc2ccc(S(=O)(=O)Nc3cc(OC)nc(OC)n3)cc2)cc1,101,103,4,-3,-17,-4,102,101
Cc1ccc(S(=O)(=O)N(CC(O)CN2CCCCC2)c2ccccc2)cc1 (stereo unspecified),103,96,-3,13,-2,3,109,100
Cc1ccc2c(=O)n3c(nc2c1)C(Cc1ccc(O)cc1)NC(=O)c1ccc(Cl)cc1-3 (stereo unspecified),99,99,3,7,8,8,136,116
COC(=O)c1ccc(CSc2nc3c(cnn3-c3ccc(F)cc3)c(=O)[nH]2)o1,90,98,4,-20,-4,3,84,100
COC(=O)C(CSCc1ccccc1)NC(=O)CSc1nc(C)cc(=O)[nH]1 (stereo unspecified),100,100,5,18,-13,0,98,98
O=C(N/N=C\c1ccccn1)c1ccccc1O,102,88,-3,5,-1,9,100,105
COc1ccc(CNC(=O)c2sccc2C)cc1,97,98,1,-15,2,4,114,95
CCn1c(SCC(=O)NNC(=O)c2ccc(OC)cc2)nnc1-c1ccco1,99,103,-2,-17,7,4,99,100
Cc1ccccc1C(=O)N[C@H](C(=O)OCC(=O)c1ccc[nH]1)C(C)C,105,93,-1,-2,2,-1,100,110
CC(C)CCC(O)(c1ccccc1)C(CN1CCOCC1)c1ccccc1 (stereo unspecified),121,101,x,5,x,x,99,99
COc1cc(NC(=O)c2ccc(C)cc2)c(OC)cc1NC(=O)CN1CCCCC1,96,90,47,8,-2,-3,102,92
COc1ccccc1C(=O)C1CCCN(C(=O)CN2CCCCC2=O)C1 (stereo unspecified),104,85,-2,-20,0,9,79,107
Fc1ccccc1/C=N/n1c(-c2cccnc2)n[nH]c1=S,96,104,5,-11,5,-5,98,98
Cn1nc(C(F)(F)F)c(/C=N/OC(=O)c2ccccc2)c1Cl,103,112,-1,-7,2,0,97,97
O=C(N/N=C/C=C\c1ccccc1)c1cnccn1,101,100,12,-8,-2,1,98,102
O=C(NCc1ccc(Cl)cc1)c1noc2c1CCCCC2,94,104,-2,-10,14,2,113,92
COc1ccccc1C(=O)NC(=S)Nc1ccc(N2CCN(C(=O)c3ccco3)CC2)cc1,87,76,28,-10,-10,-7,102,102
CSc1nnc(CCCCCCCCc2nnc(SC)o2)o1,91,114,4,-7,-2,19,97,99

# Single entries from the entries so far:
# Under GASC-1 inh, `COc1ccc(CNC(=O)c2sccc2C)cc1` is listed with -15
# Under procasp3 activ, `COc1ccc(C(=O)NC(=S)Nc2ccc(S(=O)(=O)Nc3cc(OC)nc(OC)n3)cc2)cc1` is listed with -4
# Under CR mimetic SO, `O=C(N/N=C\c1ccccn1)c1ccccc1O` is listed with 100
# Under RPL19A-GFP yeast, `COc1ccccc1C(=O)NC(=S)Nc1ccc(N2CCN(C(=O)c3ccco3)CC2)cc1` is listed with 102

# Returning to the listing, repeating the two entries before the break.
Molecule,MEP2 TOR yeast,LAP4 TOR yeast,AHR act,GASC-1 inh,procasp7 counter,procasp3 activ,CR mimetic SO,RPL19A-GFP yeast
COc1ccccc1C(=O)NC(=S)Nc1ccc(N2CCN(C(=O)c3ccco3)CC2)cc1,87,76,28,-10,-10,-7,102,102
CSc1nnc(CCCCCCCCc2nnc(SC)o2)o1,91,114,4,-7,-2,19,97,99
CC1CN(C(=O)c2ccccc2)c2ccccc2NC1=O (stereo unspecified),x,x,-1,-5,4,4,101,x
FC(F)(F)c1cccc(NC(=S)N2CCN(c3cccc(C(F)(F)F)c3)CC2)c1,88,79,-2,16,-5,-2,130,87
Cc1ccc(C(=O)c2cc3ccccc3o2)cc1[N+](=O)[O-],96,96,8,35,2,-2,108,94
CCOc1ccc(C(CC(=O)O)NC(=O)COc2ccccc2OC)cc1OC (stereo unspecified),102,95,0,69,3,3,99,94
CCc1ccc(N(C(=O)c2csnn2)C(C(=O)NC2CCCCC2)c2cccnc2)cc1 (stereo unspecified),107,94,2,-5,-1,-4,113,103
Cc1ccc(NC(=O)C2CC(=O)N(C(C)C)C2)cc1C (stereo unspecified),107,99,4,6,-1,0,104,103
O=C(CSc1nnc(COc2cccc3ccccc23)o1)N1c2ccccc2CCc2ccccc21,101,98,3,8,9,-5,98,99
CC(C)(C)OC(=O)NCC(=O)Oc1cc2oc(=O)cc(-c3ccccc3)c2cc1Cl,98,71,-2,4,3,-2,150,110
O=C(COc1ccc2ccccc2c1)NNC(=O)Nc1ccccc1F,97,93,12,-2,3,-6,102,97
COc1ccccc1NS(=O)(=O)c1cccc(NC(=O)c2nc3nc(C)cc(C)n3n2)c1,95,99,5,-1,2,-6,103,96
N#Cc1nc(-c2ccccc2Cl)oc1NCc1ccco1,108,110,9,6,-3,-2,107,102
COC(=O)Cc1c(O)ccn(CCc2ccc(S(N)(=O)=O)cc2)c1=O,94,92,0,26,-3,-2,95,102
Cc1cccc(N2CC(C(=O)O)CC2=O)c1 (stereo unspecified),108,106,-1,1,9,1,93,105
CC(C)(C)N(Cc1ccccc1)C(=O)COC(=O)c1ccc(Br)o1,92,92,-1,1,-3,-4,75,92
Cc1noc(C)c1C(=O)OCC(=O)Nc1ccc(C(N)=O)cc1,98,96,1,9,2,-4,106,93
CCN(CC)C(=S)NC(=O)c1ccc(OC)c(Br)c1,97,95,6,-31,-1,-10,112,100
O=C(O)CCC(=O)Nc1ccc(C(=O)OC2CCCCC2)cc1,96,97,-4,-8,8,2,108,97
O=C(CN1C(=O)CCSc2ccc(S(=O)(=O)N3CCOCC3)cc21)Nc1cccc(F)c1,100,92,7,-9,-2,-2,87,96
COc1ccc(CCNCC(=O)Nc2ccc(OC(F)(F)F)cc2)cc1OC,97,106,0,6,-4,2,89,100
CS(=O)(=O)NCCCNc1ccc(Cl)cc1[N+](=O)[O-],106,100,2,-11,-4,-8,74,103
COc1cccc(OC)c1C(=O)OCC(=O)NCc1ccco1,100,99,2,x,-6,-2,98,98
CC(C(=O)Nc1ccc2c(c1)OCO2)n1cnc2c1c(=O)n(C)c(=O)n2C (stereo unspecified),89,90,1,10,2,-5,99,94
COc1ccc(OC)c(NC(=O)CC2C(=O)NCCN2C(=O)c2ccccc2)c1 (stereo unspecified),99,97,-3,1,-4,5,97,97
Cc1c(C(=O)NCCSCc2ccc(Cl)cc2Cl)cccc1[N+](=O)[O-],100,103,3,12,0,4,102,92
CCOC(=O)CN1NC2(CCC(C)CC2)NC1=S (stereo unspecified),98,97,-5,4,-29,-20,108,98
Cc1ccc(-c2csc(NC(=O)c3ccc(F)cc3)c2C(=O)O)cc1,85,91,-3,0,-10,-5,65*,98
COc1ccc(C(=O)Nc2ccccc2C(=O)NCc2cccnc2)cc1,105,109,1,7,-1,2,99,105

# Compounds as they come (roughly 3.8% active in at least one column).
